procasp3 activ = activators of human procaspase-3 D3A mutant, primary screen, biochemical, absorbance, PC-3 D3A mutant, single concentration | Caspase-3 (Homo sapiens), P42574 | recombinant procaspase-3 D3A, Ac-DEVD-pNA absorbance 405 nm | activation, % at 8.5 µM | actives 0.11% (n = 330,000) | AID 463141, 2010;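 active = activation above the mean of all tested compounds plus 3 SD, cut at about 21% in these data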;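 note: 0% = DMSO alone and 100% = DMSO wells spiked with extra 5 µM PC-3 D3A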
Target sequence (P42574 whole entry D9A/D28A/D175A): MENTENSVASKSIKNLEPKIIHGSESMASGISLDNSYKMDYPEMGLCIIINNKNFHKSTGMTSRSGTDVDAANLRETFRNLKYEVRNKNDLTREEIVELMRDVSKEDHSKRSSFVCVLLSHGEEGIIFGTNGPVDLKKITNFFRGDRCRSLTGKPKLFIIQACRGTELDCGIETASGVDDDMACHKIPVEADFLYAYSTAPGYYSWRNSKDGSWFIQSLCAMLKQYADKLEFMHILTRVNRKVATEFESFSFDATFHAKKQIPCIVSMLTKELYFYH
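Assay system: Procaspase-3 D3A mutant, all three cleavage aspartates alanine. Buffer or medium: Zinc-free HEPES saline buffer with Triton X-100. Times: 1 h compound preincubation, 2 h substrate hydrolysis at 25 °C. Measured by: 405 nm absorbance of p-nitroaniline, reads at 0 and 120 min. Read-out basis: percent activation relative to control range. Replicates: singlicate.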
MEP2-GFP yeast = modulators of MEP2-GFP levels in yeast, primary screen, S. cerevisiae, multiplex flow cytometry, MLPCN library; actives 0.51% (n = 330,000); S. cerevisiae MEP2-GFP strain, 3 h; 100% = DMSO control level; GFP response vs DMSO, % at 10 µM; AID 2016, 2009;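 active = GFP response versus DMSO above a set limit, roughly screen mean plus 3 SD, cut at about 180% in these data; inconclusive = fewer than 70 cells counted for a yeast strain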;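 note: median GFP fluorescence of the barcode-gated MEP2-GFP cells per well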
RPL19A TOR yeast = RPL19A-GFP expression modulators in yeast, primary screen, cell-based, S. cerevisiae, multiplex flow cytometry, MLPCN. S. cerevisiae RPL19A-GFP strain, 3 h; hits give low values. percent response vs DMSO, % at 10 µM. actives 0.3% (n = 330,000). AID 2025, 2009;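 active = percent response vs DMSO below 50%; inconclusive = fewer than 70 events counted for the yeast strain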;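 note: median channel GFP fluorescence of the barcoded RPL19A-GFP strain; ratio of sample median GFP to plate DMSO average so 100% = DMSO; lower means less RPL19A-GFP as with rapamycin TOR inhibition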
LAP4-GFP MLPCN = modulators of LAP4-GFP expression in yeast, primary screen, S. cerevisiae, multiplex flow cytometry, MLPCN library; 3 h; median GFP as percent of DMSO wells; GFP response vs DMSO, % at 10 µM; actives 0.34% (n = 320,000); AID 2023, 2009;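 active = GFP response vs DMSO above a set limit, about the screen mean plus 3 SD, cut at about 150% in these data; inconclusive = under 70 cell events counted for the yeast strain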
CR mimetic SO = reduction of superoxide in aged yeast, primary screen, HTS; S. cerevisiae aged cells, superoxide DHE fluorescence; hits give low values; superoxide response (% of plate mean), % at 10 µM; actives 0.18% (n = 330,000); AID 2690, 2010;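 active = superoxide response under a set limit, about three screen SD below normal, cut at about 65% in these data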;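 note: yeast aged for seven days with compound at 30 °C before DHE staining; 100% = average MFI of all compound-treated wells on the plate with controls excluded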
GASC-1 inh = inhibitors of GASC-1 histone demethylase, primary screen, biochemical, fluorescence, DELFIA europium. Lysine-specific demethylase 4C (Homo sapiens), Q9H3R0. GST-JMJD2C(1-420) H3K9me3 demethylation. inhibition, % at 2.35 µM. actives 0.069% (n = 330,000). AID 2099, 2009;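 active = more than half of a compound's replicate wells show inhibition beyond 50%, single wells judged on their own value; inconclusive = some, but no more than half, of replicates pass 50% inhibition; inactive = no replicate passes 50% inhibition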;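 note: signal counts dimethyl H3K9 product captured on neutravidin plate; 0% = median of DMSO wells and 100% = 0.3 times that DMSO median; strong numbers were not always called active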
Target sequence (Q9H3R0 1-420 limits assumed): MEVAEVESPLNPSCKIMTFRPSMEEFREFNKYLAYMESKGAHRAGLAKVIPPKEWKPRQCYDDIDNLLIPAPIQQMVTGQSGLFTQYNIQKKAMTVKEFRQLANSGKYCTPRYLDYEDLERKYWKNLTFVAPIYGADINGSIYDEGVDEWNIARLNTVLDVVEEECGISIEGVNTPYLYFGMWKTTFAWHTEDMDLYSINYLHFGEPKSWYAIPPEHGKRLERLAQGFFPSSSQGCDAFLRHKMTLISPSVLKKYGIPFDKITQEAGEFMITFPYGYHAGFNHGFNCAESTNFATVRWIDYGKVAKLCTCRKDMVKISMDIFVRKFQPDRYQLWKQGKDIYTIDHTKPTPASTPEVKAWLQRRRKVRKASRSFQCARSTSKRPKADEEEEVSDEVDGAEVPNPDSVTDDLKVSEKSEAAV
procasp7 counter = procaspase-7 activators, primary screen, counter-screen for procaspase-3 activator project, biochemical, absorbance, HTS, human. recombinant procaspase-7, Ac-DEVD-pNA absorbance 405 nm; D23A/D198A/D206A triple mutant, cannot self-cleave; scale: DMSO 0, 5 µM enzyme 100. activation, % at 8.5 µM. actives 0.093% (n = 330,000). AID 463210, 2010;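 active = percent activation above the screen-wide mean plus 3 SD, cut at about 25% in these data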
Target sequence (P55210 whole entry D23A/D198A/D206A): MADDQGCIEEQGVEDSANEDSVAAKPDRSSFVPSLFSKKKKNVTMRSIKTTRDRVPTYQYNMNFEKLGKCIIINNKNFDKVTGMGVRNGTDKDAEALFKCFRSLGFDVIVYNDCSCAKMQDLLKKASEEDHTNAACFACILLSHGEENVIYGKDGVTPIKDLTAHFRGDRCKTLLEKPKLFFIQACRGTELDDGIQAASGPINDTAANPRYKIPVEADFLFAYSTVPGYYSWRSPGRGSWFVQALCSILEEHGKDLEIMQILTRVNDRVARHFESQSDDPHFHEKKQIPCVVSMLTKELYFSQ
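Test system: Procaspase-7 triple mutant (PC-7 D3A). Also added: Ac-DEVD-pNA substrate, 400 µM as added. Schedule: 1 h enzyme–compound preincubation and 2 h substrate reaction, both 25 °C. Signal: p-Nitroaniline absorbance at 405 nm, read at 0 and 120 min. Control set: low DMSO alone, high DMSO plus 5 µM PC-7.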
AHR activator = AHR activators, primary screen, cell-based, luminescence, luciferase reporter, human; actives 2.5% (n = 320,000); AID 2796, 2010; AHR-responsive luciferase reporter cells; activation, % at 5 µM; in the data active = activation above about 47%;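 note: 0% = vehicle wells and 100% = reference agonist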
An asterisk follows results filed as active; ? = inconclusive; nt = not tested or not shown; & = joins results of further samples.

SMILES	procasp3 activ	MEP2-GFP yeast	RPL19A TOR yeast	LAP4-GFP MLPCN	CR mimetic SO	GASC-1 inh	procasp7 counter	AHR activator
COCCCNC(=O)c1ccc(-c2nc3ccccc3nc2-c2ccccc2)cc1	-5	96	99	112	86	7	8	7
Cc1cc(/C=N/n2cnnc2)c(C)n1-c1cccc(C(=O)O)c1	1	101	99	96	90	-5	-2	1
O=C(Nc1ccc(S(=O)(=O)N2CCCC2)cc1)c1ccc(CN2CCc3ccccc3C2)cc1	0	102	103	104	77	-23	1	-10
CCCC(=O)NC(Nc1cc(C(F)(F)F)ccc1Cl)C(Cl)(Cl)Cl (stereo not drawn)	-9	99	94	96	95	37	0	1
CC(C)Oc1cccc(C(=O)NC(=S)N2CCN(c3ccc(C(F)(F)F)cc3[N+](=O)[O-])CC2)c1	-12	91	99	98	97	-3	-3	8
Cc1ccc(S(=O)(=O)CCC(=O)OCc2cc(C)ccc2C)cc1	2	98	101	104	101	-3	4	0
O=C(Nc1cc(F)ccc1F)N1CCN(c2ccnc3cc(Cl)ccc23)CC1	2	100	95	98	80	-49	3	-3
CN1CCSc2ccc(C(=O)NCc3cccc(F)c3)cc21	1	96	103	117	115	-12	-2	67*
O=C(c1ccccc1F)N1CCN(C(=O)C2CC2)CC1	1	103	99	109	104	-1	4	-1
O=[n+]1cc(-c2ccccc2)n([O-])c2c1CCC2	0	93	102	97	101	-2	7	2
CC(C)CNC(=S)NC1CC2CCCC(C1)N2Cc1ccco1 (stereo not drawn)	-2	92	94	92	113	-7	2	1
Cc1c(C(=O)NC2CC2)oc2ccc(S(=O)(=O)N3CCCCCC3)cc12	0	94	99	99	102	-4	-4	-3
COc1ccc(CCNC2CCc3ccccc3C2)cc1 (stereo not drawn)	10	102	104	99	107	176	-1	-1
CCOc1ccc(OCCC(=O)N(CC)CC(=O)NCc2cccs2)cc1	8	93	95	96	93	-3	2	0
Cc1ccc(C(CNC(=O)c2ccco2)N2CCN(C)CC2)cc1 (stereo not drawn)	-1	94	91	109	109	-4	14	2
Cc1c(CN2CCC(CO)(CC3CCCCO3)CC2)cnn1C (stereo not drawn)	-6	103	99	100	112	0	6	3
CN(C)CCCN(C(=O)COc1ccccc1)c1nc2cc3c(cc2s1)OCCO3	-1	95	99	98	83	22	-4	-5
O=C(Nc1nc2ccccc2[nH]1)c1cccc([N+](=O)[O-])c1	0	103	97	116	108	-4	3	50*
c1ccc(Cn2nnnc2CN2CCN(Cc3ccc4c(c3)OCO4)CC2)cc1	-1	106	101	102	94	40	16	17
C/C(O)=C(/N=O)C(=O)Nc1ccccc1	-3	111	106	108	100	1	13	9
C/C(=N\NC(=S)Nc1ccccc1C)c1cc2ccccc2o1	-19	109	104	109	100	0	-21	27
CCOC(=O)Cn1c(=O)cnc2ccccc21	2	97	98	93	87	32	-7	1
CCOC(=O)N1CCN(CC(=O)N2c3ccccc3CC2C)CC1 (stereo not drawn)	0	104	99	96	106	?	3	-1
COc1ccc(Cl)cc1NC(=O)C/C(C)=N/NC(=O)c1ccccc1[N+](=O)[O-]	-1	105	104	101	86	3	-9	21
CCOC(=O)N1CCN(S(=O)(=O)c2ccc(C(=O)NNc3nc4c(C)cccc4s3)cc2)CC1	-16	101	101	99	99	44	-15	20

Next section, starting with the last 5 of the part before.
SMILES	procasp3 activ	MEP2-GFP yeast	RPL19A TOR yeast	LAP4-GFP MLPCN	CR mimetic SO	GASC-1 inh	procasp7 counter	AHR activator
C/C(=N\NC(=S)Nc1ccccc1C)c1cc2ccccc2o1	-19	109	104	109	100	0	-21	27
CCOC(=O)Cn1c(=O)cnc2ccccc21	2	97	98	93	87	32	-7	1
CCOC(=O)N1CCN(CC(=O)N2c3ccccc3CC2C)CC1 (stereo not drawn)	0	104	99	96	106	?	3	-1
COc1ccc(Cl)cc1NC(=O)C/C(C)=N/NC(=O)c1ccccc1[N+](=O)[O-]	-1	105	104	101	86	3	-9	21
CCOC(=O)N1CCN(S(=O)(=O)c2ccc(C(=O)NNc3nc4c(C)cccc4s3)cc2)CC1	-16	101	101	99	99	44	-15	20
CC1CCN(C(=O)Cn2nnc(-c3ccc(C(C)C)cc3)n2)CC1	nt	103	106	97	110	-1	nt	nt
CN(CC(=O)Nc1ccc(Cl)c(Cl)c1)C(=O)C1CCC1	5	101	95	107	108	10	3	-1
COc1ccc(NC(=O)c2ccccc2OCc2c(C)noc2C)cc1OC	-5	96	93	92	102	3	9	4
Cc1cc(C)cc(NS(=O)(=O)c2ccc(-c3cnc(C4CC4)o3)cc2)c1	1	112	111	92	101	-3	1	4
COc1ccc(Cl)cc1NC(=O)CN(C)C(=O)Cc1ccc(-c2ccccc2)cc1	4	109	101	113	104	3	5	-2
O=C(COc1ccc(CO)cc1Cl)Nc1ccc(F)cc1	5	98	99	96	121	16	-8	0
Cc1cccc(NC(=O)NNC(=O)c2c(Cl)c(C)nn2C)c1	-1	104	104	99	107	1	-11	6
COc1cc(NC(=O)c2ccnc(N)c2)cc(C(=O)Nc2cccc(C(F)(F)F)c2)c1	-5	97	97	122	125	0	-2	12
Cc1cc(C)cc(NC(=S)N(CCN(C)C)C(C)c2cccnc2)c1 (stereo not drawn)	-2	95	92	96	114	5	1	2
CCc1cccc(OCC(=O)Nc2cc(S(=O)(=O)N3CCOCC3)ccc2N2CCCC2)c1	10	97	102	96	108	29	-4	-3
O=C(Cc1ccccc1)Nc1ccc(NC(=O)c2cccc(Cl)c2)cc1	3	102	110	102	90	1	1	-5
COc1cc(C(C)=O)ccc1OCC(=O)Nc1cc(C)on1	-1	102	99	89	110	1	7	0
COc1ccc(C(=O)O)cc1S(=O)(=O)Nc1cccc(C(F)(F)F)c1	7	101	99	97	109	0	4	0
Cc1ccc2nnnc(-c3ccccc3)c2c1	2	108	112	104	102	7	-14	3
Cc1cc(OCC(=O)c2ccc(F)cc2)ccc1N1C(=O)CCC1=O	3	106	94	100	97	-8	4	1
CC(=O)NC(=S)Nc1ccc(NC(=S)NC(=O)c2cccs2)cc1	2	103	111	80	98	-2	-6	0
Cc1ccc(C(=O)N2CC=C(c3ccccc3)CC2)s1	-2	96	102	106	84	-7	6	-3
COC(=O)C(Cc1ccccc1)NC(=O)C(CC(C)C)NC(=O)OC(C)(C)C (stereo not drawn)	3	101	94	94	97	-5	10	2
COC(=O)c1ccc(N=Nc2c(C)[nH]n(-c3ccccc3)c2=O)cc1	14	105	106	88	104	0	-6	78*
O=C(CSc1nnc2scc(-c3ccccc3)n12)N1CCN(Cc2ccccc2)CC1	4	96	95	92	89	-1&-4	-7	12
Nc1ncnc2nc(Sc3ccc(Cl)cc3)[nH]c12	-4	105	100	104	113	-5	1	3
Cc1c(O)c(CN2CCCCC2)cc2c1oc(=O)c1ccccc12	12	104	101	104	99	-5	2	30
COc1ccc(CC(=O)Nc2ccc(-c3nc4cc(C)ccc4o3)c(O)c2)cc1OC	-8	94	100	98	96	-3	1	-8
CCOc1ccc(Cc2n[nH]c(=S)n2Cc2ccccc2)cc1	-19	106	104	88	91	-12	-15	0
CCCOP(=O)(c1ccc(N(C)C)cc1)C(O)c1c(Cl)cccc1Cl (stereo not drawn)	3	112	105	99	114	-21	11	-1
SMILES	procasp3 activ	MEP2-GFP yeast	RPL19A TOR yeast	LAP4-GFP MLPCN	CR mimetic SO	GASC-1 inh	procasp7 counter	AHR activator
Cc1cc(C)n(C(=O)CNC(=O)c2cccs2)n1	7	103	100	103	101	2	-2	2
COc1ccc(-n2nnnc2SCC(=O)Nc2ccc(OC)cc2OC)cc1	-2	108	99	96	90	5	-8	5
O=C(CN1C(=O)COc2ccc(Cl)cc21)Nc1nccs1	0	103	103	95	114	10	13	8
CCOc1ccccc1CNC(=O)c1ccc2nc(N3CCOCC3)sc2c1	1	101	97	100	97	-3	4	6
CCOc1ccccc1/C=C(/C#N)C(N)=O	-6	107	107	98	108	13	-4	8
CC(=O)c1ccc(S(=O)(=O)N2CCCC(N(C)CCc3ccccc3)C2)cc1 (stereo not drawn)	-4	107	102	88	116	4	4	-2
O=C(O)c1cccc(CSc2nnc(-c3ccc(Cl)cc3)o2)c1	6	98	104	94	103	7	-11	-2
CS(=O)(=O)c1ccc(Cl)c(NC(=O)COC(=O)c2ccc(S(=O)(=O)N3CCCC3)cc2)c1	7	96	95	96	74	6	7	-2
CNCc1c(OCc2ccccc2F)ccc2ccccc12	8	99	102	104	75	-15	15	11
O=C(Oc1ccccc1)N1CCOCC1	3	102	106	97	104	-13	-10	-4
COc1ccc(-c2noc3c2-c2nc(-c4cccc(C)c4)sc2CC3)cc1	-8	95	96	110	102	-3	6	4
Cc1cccc(NC(=O)CSc2nc3ccccc3o2)c1	-4	106	105	117	99	3	6	5
O=C(CCNS(=O)(=O)c1ccccc1C(F)(F)F)N1CCN(c2ccccc2O)CC1	2	87	98	92	98	4	9	-3
CCOCCCNC(=S)Nc1cc(C)cc(C)c1	-2	103	103	92	100	-3	-4	19
O=C(c1cc2ccccc2o1)c1nc2c(n1O)CCCCC2	-11	96	105	95	101	-19	0	47
Cc1ccc(-c2nn(-c3ccccc3)cc2/C=N/O)cc1	-6	97	96	100	112	-6	11	8
O=C(COC(=O)COc1ccc(Cl)cc1Br)NC1CCCCCC1	8	100	98	97	124	1	-2	1
CCN(CC)c1ccc(S(=O)(=O)Nc2cc(Cl)ccc2Cl)cc1NC(=S)NC(=O)C1CCCC1	-7	92	100	87	95	16	-5	0
CCC(=O)N(CCC(c1ccco1)c1ccccc1OC)Cc1cccs1 (stereo not drawn)	-7	89	93	97	97	-3	0	0
Clc1cc(Cl)c(OCCCCn2cncn2)c(Cl)c1	2	99	98	94	97	10	6	40
CCCCCn1c(=O)c2ccccc2n2c(CCl)nnc12	-5	99	92	108	104	10	15	-4
O=C(NCc1cccnc1)c1ccc(COc2ccc3c(c2)CCC3)o1	0	103	100	103	106	0	3	13
COC(=O)[C@@H](NC(=O)Nc1ccc(S(N)(=O)=O)cc1)C(C)C	8	100	96	96	107	2	7	-2
COC(=O)c1cc(OC)c(OC)cc1NC(=O)Nc1ccccc1OC	2	108	103	104	94	8	6	1
COc1nc(N(C)C)nc(N(C#N)S(=O)(=O)c2ccc(C)cc2)n1	2	107	99	100	101	-2	-2	0
Cn1c(CNS(=O)(=O)c2ccc(Cl)cc2)n[nH]c1=S	5	104	99	92	98	2	-4	-1
COc1cc(CN2CCSCC2)cc(OC)c1OC	-8	105	102	113	111	-1	8	-1
O=[N+]([O-])c1cccc(/C=C/c2nc[nH]c2[N+](=O)[O-])c1	5	93	95	104	114	13	-6	2
CC(C)(C)C1CCc2onc(C(=O)Nc3ccc(F)cc3F)c2C1 (stereo not drawn)	-2	100	101	99	86	-43	-13	-8

Bioassay records deposited in PubChem BioAssay by several laboratories.
